Assay outcomes as filed in PubChem BioAssay.
USP1 inh: USP1/UAF1 (human) deubiquitinase inhibition | O94782 | recombinant USP1/UAF1, Ub-Rhodamine cleavage fluorescence | Potency, µM (titrated, usually from 57.1 µM), for the others: top-dose activity change, negative = inhibition, most hits filed as inhibitors | actives 0.23% (n = 390,000) | AID 743255; also: potency is read from the fitted curve at half-maximal effect; % is scaled to controls: 0 for no effect and ±100 for the full control effect; nearly all actives have a fitted effect of over 60% in size; inactives centre near -12
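1 nM enzyme complex + cpd, 15 min RT; start with Ub-Rho 150nM final; kinetic fluorescence ex 480/em 540, 6 reads q60 s. Buffer 50mM HEPES pH 7.8, 0.5mM EDTA, 0.1 mg/ml BSA, 1mM TCEP, 0.01% Tween-20.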
PI4K2A block: inhibitors of human PI4K2A; activity change, negative = inhibition, % at 76.9 µM; actives 0.13% (n = 420,000); purified PI4K2A, ADP-Glo luminescence, 1 h; hits give low values; Q9BTU6; in the data active = activity change below about -50%; inconclusive = mostly about -30% to -49%;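 also: -100% = wells without enzyme as full effect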
Target sequence (Q9BTU6 whole entry, looked up): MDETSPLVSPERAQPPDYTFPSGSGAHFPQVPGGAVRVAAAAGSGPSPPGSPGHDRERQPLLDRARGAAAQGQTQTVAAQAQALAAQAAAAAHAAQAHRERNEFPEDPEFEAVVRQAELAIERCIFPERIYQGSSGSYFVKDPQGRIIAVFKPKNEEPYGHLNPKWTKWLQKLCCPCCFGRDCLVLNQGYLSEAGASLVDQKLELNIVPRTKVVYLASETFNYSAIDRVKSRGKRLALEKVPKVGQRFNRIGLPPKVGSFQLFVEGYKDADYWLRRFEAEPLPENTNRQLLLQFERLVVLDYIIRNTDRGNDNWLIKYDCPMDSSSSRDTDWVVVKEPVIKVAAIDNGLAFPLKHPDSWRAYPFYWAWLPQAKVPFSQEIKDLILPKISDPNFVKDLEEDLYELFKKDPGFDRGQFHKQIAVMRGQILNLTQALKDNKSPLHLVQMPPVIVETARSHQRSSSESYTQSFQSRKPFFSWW
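In this quantitative HTS, ADP production by PI4K2A was quantified luminescently after 1 h at ambient temperature; 100 microM adenosine served as plate-quality control.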
TrxR1 substrate: rat thioredoxin reductase 1 substrate activity; O89049; purified TrxR1 substrate turnover, NADPH consumption readout; Potency, µM (top dose mostly 114 µM), without a hit: at the highest dose activity change, negative = substrate turnover; actives 0.01% (n = 390,000); also: potency is read from the fitted curve at half-maximal effect; % is scaled to controls: 0 for no effect and ±100 for the full control effect; nearly all actives have a fitted effect of over 50% in size
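Rat TrxR1, dispensed at 90 nM, was prereduced with 400 uM NADPH (final) for 5 min at ~22 deg C, then incubated with compound 15 min before 400 uM selenite. A first-read NADPH fluorescence drop versus no-compound background flagged substrates.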
IDH1 R132H inh: inhibitors of human mutant IDH1 R132H; O75874; IDH1-R132H enzyme, NADPH consumption, diaphorase/resazurin fluorescence; Potency, µM (top dose mostly 76.6 µM), for the others: top-dose activity change, negative = inhibition, usual class: inhibitors; actives 0.093% (n = 390,000); AID 602179; also: potency is read from the fitted curve at half-maximal effect; % is scaled to controls: 0 for no effect and ±100 for the full control effect; nearly all actives have a fitted effect of over 65% in size
Target sequence (O75874 whole entry R132H, stated change not applied): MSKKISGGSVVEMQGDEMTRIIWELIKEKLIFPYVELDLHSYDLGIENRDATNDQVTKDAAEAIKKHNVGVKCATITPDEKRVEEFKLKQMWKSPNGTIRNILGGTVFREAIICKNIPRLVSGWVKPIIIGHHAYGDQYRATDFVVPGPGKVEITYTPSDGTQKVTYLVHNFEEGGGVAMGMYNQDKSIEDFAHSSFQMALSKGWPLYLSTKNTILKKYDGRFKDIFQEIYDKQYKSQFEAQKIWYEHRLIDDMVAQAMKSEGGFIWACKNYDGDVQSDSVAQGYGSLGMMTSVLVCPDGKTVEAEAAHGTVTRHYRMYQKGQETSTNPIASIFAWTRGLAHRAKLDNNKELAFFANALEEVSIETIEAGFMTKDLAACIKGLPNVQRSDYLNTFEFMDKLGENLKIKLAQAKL
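IDH1-R132H (0.5 ug/mL) preincubated 30 min with compound, then NADPH (0.016 mM) and alpha-KG (2 mM) added; 80 min at RT, pH 7.5. Remaining NADPH coupled via diaphorase/resazurin to fluorescence (540/590 nm); concentration-response curves normalized to no-enzyme control.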
TRHR PAM: allosteric enhancers of human TRH receptor; P34981; actives 0.66% (n = 360,000); enhancement, % at 2 µM; TRHR cells, fluo-8 calcium fluorescence, EC20 TRH enhancement; in the data active = enhancement above about 30%; also: 0% is about no effect
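TRHR-expressing cells loaded with fluo-8 calcium dye were read kinetically (ex 480/em 530) during compound addition, then stimulated with an EC20 of TRH (10 nM final). Enhancement of the Gq-mediated intracellular calcium response was scored.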
TrxR1 inh: inhibitors of rat thioredoxin reductase 1 | O89049 | recombinant rTrxR1, NADPH fluorescence consumption, selenite substrate | Potency, µM (highest dose often 114 µM), for the others: top-dose activity change, negative = inhibition, usual class: inhibitors | actives 1% (n = 390,000); also: potency is read from the fitted curve at half-maximal effect; % is scaled to controls: 0 for no effect and ±100 for the full control effect; nearly all actives have a fitted effect of over 65% in size
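Rat TrxR1 (90 nM in the dispensed reagent) was pre-reduced with 400 uM NADPH for 5 min at room temperature, then incubated with compound for 15 min. After 400 uM selenite was added, NADPH fluorescence (Ex 340/Em 450 nm) was followed for 8 min.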
D2 agonist: D2 dopamine receptor (human) agonism | activation, % at 2 µM | HEK293 T-REx D2 cells, calcium flux agonist mode | P14416 | actives 0.53% (n = 340,000);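 active = activation over 3 SD above normal in the single-dose calcium agonist read, cut at about 30% in these data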; also: 0% is about no effect
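Tetracycline-induced HEK293 Trex cells with D2 receptor force-coupled to calcium signaling, plated overnight at 30 C and loaded with no-wash calcium dye. Calcium flux read kinetically for 180 s after compound addition; responses flag agonists.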
TRHR agonist: agonists of human TRH receptor; P34981; TRHR cells, calcium flux fluo-8, FDSS agonist mode; activation, % at 2 µM; actives 0.18% (n = 360,000); in the data active = activation above about 30%; also: 0% is about no effect
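In this calcium-flux screen, cells bearing human TRHR are dye-loaded with fluo-8, baselined for 10 cycles, then exposed to library compounds; positive kinetic calcium responses during the agonist phase mark hits, with TRH as control.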
D2 antagonist: antagonizes the human D2 dopamine receptor. P14416. HEK293 TREx D2 cells, calcium flux, dopamine EC80. actives 2% (n = 340,000). inhibition, % at 10 µM; in the data active = inhibition above about 30%; also: 0% is about no effect
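Tetracycline-induced HEK293 T-REx cells expressing D2 force-coupled to calcium signalling were dye-loaded, exposed to compound for 180 s, then challenged with an EC80 of dopamine; calcium flux was followed kinetically for a further 180 s.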
* marks the source's active call; other numbers are inactive results; [ ] = remark or other dose. Unless noted, calls follow the shape of the dose curve; as a rule, active = well fitted inhibition curve with a large enough effect; inconclusive = small, poorly fitted or top-dose-only effect; inactive = no such curve, though single readings can be large or run the other way.

What do the screens show for `Cc1nc2scc(-c3cccs3)c2c(=O)n1N`?
USP1 inh: -4%; PI4K2A block: 1; TrxR1 substrate: 8%[57.1 µM]; IDH1 R132H inh: 3%; TRHR PAM: -3; TrxR1 inh: 9%[57.1 µM]; D2 agonist: -0.7; TRHR agonist: 0.4; D2 antagonist: 9

Results for CC(C)(C)NC(=O)CSc1nc(N)cc(=O)[nH]1 ?
USP1 inh: -12%; PI4K2A block: 2; TrxR1 substrate: 4%; IDH1 R132H inh: 4%; TRHR PAM: 19; TrxR1 inh: 17%; D2 agonist: 8.6; TRHR agonist: 2.1; D2 antagonist: -8

Results for Cc1ccc(Cn2c(=O)n(-c3cccc(C(F)(F)F)c3)c(=O)c3c(C)c(C)sc32)c(C)c1 ?
USP1 inh: 5%; PI4K2A block: -2; TrxR1 substrate: -1%; TRHR PAM: 4; TrxR1 inh: 18%; TRHR agonist: 0.0

Results for O=C(OCc1ccc(Cl)cc1)c1cnccn1 ?
USP1 inh: -9%; PI4K2A block: 10; TrxR1 substrate: -4%; IDH1 R132H inh: 5%; TRHR PAM: 2; TrxR1 inh: 2%; D2 agonist: 0.1; TRHR agonist: 0.0; D2 antagonist: 0

How did O=C(NCCNc1ccc(Cl)cc1[N+](=O)[O-])c1cccnc1 do in these assays?
USP1 inh: 4%; PI4K2A block: 2; TrxR1 substrate: 7%[57.1 µM]; IDH1 R132H inh: 6%; TRHR PAM: -4; TrxR1 inh: 13%[57.1 µM]; D2 agonist: 0.7; TRHR agonist: -0.5; D2 antagonist: -13

Results for CCOc1ccc(N(CC(=O)N2CCOCC2)S(=O)(=O)c2ccc(F)cc2)cc1 ?
USP1 inh: -8%; PI4K2A block: 0; TrxR1 substrate: -12%; IDH1 R132H inh: 3%; TRHR PAM: 27; TrxR1 inh: inconclusive; TRHR agonist: 0.4

How did Cc1cc(NC2CCCC2)n2nc(C)c(-c3ccccc3)c2n1 do in these assays?
USP1 inh: inconclusive; PI4K2A block: 1; TrxR1 substrate: 37%[activator]; IDH1 R132H inh: 11%; TRHR PAM: -8; TrxR1 inh: 41%[activator]; D2 agonist: -0.2; TRHR agonist: -0.1; D2 antagonist: 18

Results for CC(C)OP(=O)(OC(C)C)C(NC(=O)c1ccc(Br)cc1)c1ccccc1 (configuration not stated) ?
USP1 inh: -6%; PI4K2A block: -13; TrxR1 substrate: -2%[57.1 µM]; IDH1 R132H inh: 8%; TRHR PAM: -3; TrxR1 inh: -1%[57.1 µM]; D2 agonist: 0.2; TRHR agonist: -1.5; D2 antagonist: -11

Results for CC1CCN(C(=O)c2cc(-c3ccc4c(c3)OCO4)on2)CC1 ?
USP1 inh: -6%; PI4K2A block: 1; TrxR1 substrate: 7%; IDH1 R132H inh: 0%; TRHR PAM: 6; TrxR1 inh: 15%; D2 agonist: -1.6; TRHR agonist: -1.9; D2 antagonist: -16

What do the screens show for `O=C(Cc1nc2ccccc2[nH]1)c1ccc([N+](=O)[O-])cc1`?
USP1 inh: -15%; PI4K2A block: -4; TrxR1 substrate: 16%; IDH1 R132H inh: -1%; TRHR PAM: 7; TrxR1 inh: -3%; D2 agonist: -0.5; TRHR agonist: -0.2; D2 antagonist: 0

Results for CCc1ccc(NC(=O)COc2ccc3c(c2)OCO3)cc1 ?
USP1 inh: -16%; PI4K2A block: -3; TrxR1 substrate: -8%; IDH1 R132H inh: 6%; TRHR PAM: 2; TrxR1 inh: -7%; D2 agonist: -0.3; TRHR agonist: -1.6; D2 antagonist: -2

What do the screens show for `O=C(Nc1nc(-c2ccco2)cs1)c1ccccc1`?
USP1 inh: -14%; PI4K2A block: -10; TrxR1 substrate: 10%[57.1 µM]; IDH1 R132H inh: 4%; TRHR PAM: -2; TrxR1 inh: inconclusive; D2 agonist: 0.0; TRHR agonist: -0.7; D2 antagonist: -1

Results for O=C(CCC(=O)c1ccc(-c2ccccc2)cc1)Nc1cccnc1 ?
USP1 inh: -22%; PI4K2A block: 5; TrxR1 substrate: -5%; IDH1 R132H inh: 0%; TRHR PAM: 2; TrxR1 inh: -1%; D2 agonist: -0.3; TRHR agonist: 0.1; D2 antagonist: -13

What do the screens show for `O=c1c2ccccc2c(/C=N/n2cnnc2)c(O)n1-c1ccccc1F`?
USP1 inh: -18%; PI4K2A block: 0; TrxR1 substrate: 79%[activator]; IDH1 R132H inh: 4%; TRHR PAM: -3; TrxR1 inh: 7%; D2 agonist: -0.2; TRHR agonist: 0.3; D2 antagonist: -6

How did COc1ccc(-n2nnc3c(SCC(=O)NCC4CCCO4)ncnc32)cc1 (configuration not stated) do in these assays?
USP1 inh: -18%; PI4K2A block: 0; TrxR1 substrate: -7%; IDH1 R132H inh: 8%; TRHR PAM: -6; TrxR1 inh: -2%; D2 agonist: 0.7; TRHR agonist: -0.1; D2 antagonist: -2

How did O=C(c1n[nH]c2ccccc12)N1CCN(S(=O)(=O)c2ccc(Cl)cc2)CC1 do in these assays?
USP1 inh: -17%; PI4K2A block: -1; TrxR1 substrate: 3%; IDH1 R132H inh: -11%; TRHR PAM: 3; TrxR1 inh: 18%; D2 agonist: 0.0; TRHR agonist: 0.3; D2 antagonist: 2

How did Cc1cccc(N2CCN(C(=O)c3cc(S(=O)(=O)N4CCCC4)cn3C)CC2)c1C do in these assays?
USP1 inh: -4%; PI4K2A block: -9; TrxR1 substrate: 2%[57.1 µM]; IDH1 R132H inh: -1%; TRHR PAM: -5; TrxR1 inh: 17%[57.1 µM]; D2 agonist: 0.8; TRHR agonist: -0.8; D2 antagonist: 4

How did CCOc1ccc(CCNC(=O)COC(=O)COc2ccc(Br)cc2)cc1OCC do in these assays?
USP1 inh: -19%; PI4K2A block: 7; TrxR1 substrate: -5%; IDH1 R132H inh: 12%; TRHR PAM: -1; TrxR1 inh: -3%; D2 agonist: -0.1; TRHR agonist: -0.6; D2 antagonist: 16

How did Cc1cc(C(=O)Nc2ccc(S(=O)(=O)N3CCCC3)cc2)no1 do in these assays?
USP1 inh: 1%; PI4K2A block: -5; TrxR1 substrate: 3%[57.1 µM]; IDH1 R132H inh: 5%; TRHR PAM: -4; TrxR1 inh: 21%[57.1 µM]; D2 agonist: 1.8; TRHR agonist: 0.1; D2 antagonist: 0

How did COc1ccc(NC(=O)CSc2ccc3nnc(-c4cccnc4)n3n2)cc1OC do in these assays?
USP1 inh: inconclusive; PI4K2A block: 1; TrxR1 substrate: -5%; IDH1 R132H inh: -2%; TRHR PAM: 2; TrxR1 inh: 12%; D2 agonist: -0.1; TRHR agonist: 0.1; D2 antagonist: 5

What do the screens show for `COc1ccc(CNS(=O)(=O)c2cc(-c3cc(C)no3)ccc2OC)cc1OC`?
USP1 inh: -19%; PI4K2A block: 0; TrxR1 substrate: 0%; IDH1 R132H inh: -12%; TRHR PAM: 6; TrxR1 inh: 25%; D2 agonist: 1.2; TRHR agonist: 1.3; D2 antagonist: -19

How did Clc1ccccc1/C=N/NC1=Nc2cccc3cccc1c23 do in these assays?
USP1 inh: -4%; PI4K2A block: 0; TrxR1 substrate: -14%; IDH1 R132H inh: 10%; TRHR PAM: -11; TrxR1 inh: 2%; D2 agonist: -0.3; TRHR agonist: -0.3; D2 antagonist: -8

Results for O=C(N/C=N/OCc1ccc(Cl)cc1Cl)NOCc1ncc(C(F)(F)F)cc1Cl ?
USP1 inh: -19%; PI4K2A block: -1; TrxR1 substrate: -10%; IDH1 R132H inh: 15%; TRHR PAM: 2; TrxR1 inh: 11%; D2 agonist: 0.0; TRHR agonist: 0.4; D2 antagonist: 12

How did O=C(CCc1nnc2ccc(N3CCCCC3)nn12)NCc1ccco1 do in these assays?
USP1 inh: -20%; PI4K2A block: -4; TrxR1 substrate: -3%; IDH1 R132H inh: 1%; TRHR PAM: -1; TrxR1 inh: -9%; D2 agonist: -0.1; TRHR agonist: 1.0; D2 antagonist: -22

What do the screens show for `NC(=O)c1cc[n+](CC(=O)c2ccc(NC(=O)c3ccccc3)cc2)cc1`?
USP1 inh: -13%; PI4K2A block: -3; TrxR1 substrate: -6%; IDH1 R132H inh: 4%; TRHR PAM: 0; TrxR1 inh: -14%; D2 agonist: 1.3; TRHR agonist: 0.4; D2 antagonist: -23

How did O=C(CSc1nncn1-c1ccccn1)Nc1ccccc1Cl do in these assays?
USP1 inh: 0%; PI4K2A block: 1; TrxR1 substrate: -6%; IDH1 R132H inh: 1%; TRHR PAM: -6; TrxR1 inh: -16%[0.0914 µM]; D2 agonist: 0.2; TRHR agonist: -1.6; D2 antagonist: -32

How did COC(=O)c1ccc2c(=O)n(Cc3ccco3)c(SCC(=O)Nc3ccccc3Cl)nc2c1 do in these assays?
USP1 inh: -4%; PI4K2A block: -2; TrxR1 substrate: -11%; IDH1 R132H inh: 7%; TRHR PAM: 1; TrxR1 inh: -18%; TRHR agonist: 0.3

How did O=C(OCc1ccccc1)/C(=C/c1cccc2ccccc12)NC(=O)c1ccccc1 do in these assays?
USP1 inh: -6%; PI4K2A block: -2; TrxR1 substrate: 2%[57.1 µM]; IDH1 R132H inh: 2%; TRHR PAM: 0; TrxR1 inh: 6%[57.1 µM]; D2 agonist: 0.4; TRHR agonist: 0.3; D2 antagonist: 1

Reprinted at random: 2 records from the list
Results for O=C(N/C=N/OCc1ccc(Cl)cc1Cl)NOCc1ncc(C(F)(F)F)cc1Cl ?
USP1 inh: -19%; PI4K2A block: -1; TrxR1 substrate: -10%; IDH1 R132H inh: 15%; TRHR PAM: 2; TrxR1 inh: 11%; D2 agonist: 0.0; TRHR agonist: 0.4; D2 antagonist: 12

Results for CC1CCN(C(=O)c2cc(-c3ccc4c(c3)OCO4)on2)CC1 ?
USP1 inh: -6%; PI4K2A block: 1; TrxR1 substrate: 7%; IDH1 R132H inh: 0%; TRHR PAM: 6; TrxR1 inh: 15%; D2 agonist: -1.6; TRHR agonist: -1.9; D2 antagonist: -16
